Source: PubChem
IDE cell inh = inhibitors of human insulin-degrading enzyme in cells | P14735 | HEK cells, FAbetaB cleavage, fluorescence polarization | hit rate 0.41% among 320,000 | inhibition, % at 5.59 µM;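 active means percent inhibition above the average of all tested compounds plus 3 SD, set per screening campaign, cut at about 16% in these data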;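 further: IDE supplied by intact live HEK cells; FP after avidin binding of uncleaved biotin substrate so inhibition keeps polarization high; 0% = DMSO wells and 100% = 60 µM reference IDE inhibitor Ii1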
Target sequence (P14735 whole entry, looked up): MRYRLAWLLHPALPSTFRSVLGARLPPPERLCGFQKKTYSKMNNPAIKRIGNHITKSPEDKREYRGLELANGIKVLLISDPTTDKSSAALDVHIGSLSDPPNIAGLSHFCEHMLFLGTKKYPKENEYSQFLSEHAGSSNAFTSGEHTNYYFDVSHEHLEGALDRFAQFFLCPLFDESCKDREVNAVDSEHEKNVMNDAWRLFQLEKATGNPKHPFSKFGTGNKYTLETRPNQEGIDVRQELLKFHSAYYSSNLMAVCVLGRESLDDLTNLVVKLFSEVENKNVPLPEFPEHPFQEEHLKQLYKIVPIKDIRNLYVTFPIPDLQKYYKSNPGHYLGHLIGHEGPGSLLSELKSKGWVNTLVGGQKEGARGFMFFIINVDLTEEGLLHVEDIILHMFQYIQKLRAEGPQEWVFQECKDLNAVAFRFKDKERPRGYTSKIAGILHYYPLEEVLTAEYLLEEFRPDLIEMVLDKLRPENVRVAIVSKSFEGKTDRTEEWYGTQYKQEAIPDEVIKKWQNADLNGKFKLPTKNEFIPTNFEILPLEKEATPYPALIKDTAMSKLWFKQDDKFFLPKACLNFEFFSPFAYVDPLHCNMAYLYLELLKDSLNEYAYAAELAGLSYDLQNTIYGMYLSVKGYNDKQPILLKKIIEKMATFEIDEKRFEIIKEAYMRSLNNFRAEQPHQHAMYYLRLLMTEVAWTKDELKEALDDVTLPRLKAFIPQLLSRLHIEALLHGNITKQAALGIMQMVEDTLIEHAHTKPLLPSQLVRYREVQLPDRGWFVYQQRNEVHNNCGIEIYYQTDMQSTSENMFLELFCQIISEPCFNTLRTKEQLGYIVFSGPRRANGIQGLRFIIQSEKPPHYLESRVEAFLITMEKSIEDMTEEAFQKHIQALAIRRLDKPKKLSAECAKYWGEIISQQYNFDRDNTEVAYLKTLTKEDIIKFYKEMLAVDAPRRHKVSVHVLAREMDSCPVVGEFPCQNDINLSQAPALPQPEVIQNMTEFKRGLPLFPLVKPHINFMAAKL
VIM-2 inhibitor = blocks Pseudomonas aeruginosa VIM-2 metallo-beta-lactamase; purified VIM-2, nitrocefin hydrolysis, epi-absorbance fluorescence; inhibition, % at 5.6 µM; hit rate 0.89% among 290,000;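 active means inhibition above the mean of all tested compounds plus 3 SD, cutoff set per screening run, cut at about 7.5% in these data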;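 further: red hydrolysis product quenches plate fluorescence so inhibitors raise well fluorescence; 0% = enzyme with DMSO and 100% = DMSO without enzyme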
IMP-1 inh = blocks Pseudomonas aeruginosa IMP-1 metallo-beta-lactamase; inhibition, % at 5.6 µM; hit rate 0.45% among 290,000; AID 1556; purified IMP-1, nitrocefin hydrolysis, epi-absorbance fluorescence;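 active means inhibition above the mean plus 3 SD of all compounds in the same screening run, cut at about 4.5% in these data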;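 further: 0% = IMP-1 with DMSO and 100% = DMSO wells lacking enzyme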
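Test system: recombinant IMP-1 enzyme, purified / Medium: HEPES buffer pH 7.1 with ZnSO4 and Brij 35 / Doses: single dose, 5.6 µM / Times: 25 °C, 15 min preincubation, 25 min reaction / Detection: Epi-absorbance via hydrolysed-nitrocefin quenching of white-plate fluorescence, 480/530 nm, EDTA stop / Evaluation: percent inhibition from optical density relative to buffer-blank wells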
pCIP destab = compounds decreasing mouse p/CIP protein stability | decrease of EGFP signal, % at 10 µM | F442A p/CIP-EGFP cells, EGFP fluorescence, 16 h | hit rate 0.01% among 290,000 | Q05BA5;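 active means EGFP signal decrease of at least 30% at 10 µM or well 3 SD below plate mean, unless failing retest; inactive means the rest, including hits failing retest or dose response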; further: some compounds called inactive have numbers as strong as hits; many of its hits are not listed in these tables
UBC9 SUMO inh = blocks human SUMOylation mediated by UBC9; P63279; HTRF SUMOylation assay, SAE1/SAE2 + UBC9, in vitro; inhibition, % at 35 µM; hit rate 0.36% among 290,000; AID 2006; in the data active means inhibition above about 50%, passing the limit was not always enough; further: strong numbers were not always called active
NS3 helicase inh = HCV NS3 helicase inhibition; hit rate 0.56% among 290,000; AID 1800; inhibition, % at 10.9 µM; NS3 helicase DNA unwinding, Cy5 molecular beacon fluorescence;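 active means inhibition above the mean of all tested compounds plus 3 SD, set per campaign, cut at about 35% in these data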;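 further: 0% = DMSO wells and 100% = thioflavine S control wells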
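test system = hepatitis C virus NS3 helicase domain fragment enzyme | reagent = annealed dual-labelled DNA beacon duplex, ATP-started | times = 1 h at 25 °C | detection = Cy5 fluorescence, 0 and 60 min reads | read-out basis = percent inhibition from t60/t0 fluorescence ratio | control set = DMSO and thioflavine S | replication = one well per compound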
DNA FID counter = fluorescent intercalator displacement, NS3 helicase counter-screen; DNA fluorescent intercalator displacement, fluorescence; inhibition, % at 7.9 µM; hit rate 0.17% among 290,000; AID 1845; in the data active means inhibition above about 37%;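 further: 0% = vehicle and 100% = reference compound; higher means more ethidium bromide displaced from hairpin DNA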
IDE cell activ = boosts human insulin-degrading enzyme activity in HEK cells. P14735. FAbeta-B cleavage, fluorescence polarization; 0% vehicle, 100% cell-free pure enzyme wells. activation, % at 5.96 µM. hit rate 0.073% among 340,000;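 active means activation above the mean of all tested compounds plus 3 SD, set per screening campaign, cut at about 17% in these data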
M18AAP inhibitor = blocks P. falciparum M18 aspartyl aminopeptidase; inhibition, % at 7.35 µM; recombinant PfM18AAP, H-Glu-NHMec fluorogenic cleavage; hit rate 1.2% among 290,000;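 active means inhibition above the campaign mean inhibition over all tested compounds plus 3 SD, cut at about 28% in these data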;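 further: 0% = plate median of test compound wells and 100% = 2 mM ZnCl2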
Numbers without * were called inactive; . = not tested or not shown.

The line under a structure holds: IDE cell inh, VIM-2 inhibitor, IMP-1 inh, pCIP destab, UBC9 SUMO inh, NS3 helicase inh, DNA FID counter, IDE cell activ, M18AAP inhibitor
CCOC(=O)N1CCN(C(=O)CSCc2ccc(Cl)cc2)CC1
  2, -1.4, -0.2, 6, -11, -1, -25, 1, -6
CC(C)=Cc1c(O)nc2ccccn2c1=O
  1, -2.7, -3.9, -5, 9, 15, -3, 4, -2
c1ccc(-c2cc(-c3ccccc3)n3ncnc3n2)cc1
  0, -0.9, -2.7, 12, 4, -7, -13, -4, 4
O=C(CCc1ccc(S(=O)(=O)N2CCOCC2)cc1)NCCc1ccccn1
  0, 0.8, -1.4, 6, 15, -12, -2, 1, -13
CCC(CC)C(=O)NCc1cccnc1
  -9, -1.9, -2.3, 2, 10, 4, 7, 0, -4
CCOc1ccc(-n2c(SCC(=O)Nc3ccccc3CC)nc3n[nH]c(C)c3c2=N)cc1
  2, -1.9, -2.9, 2, 4, -6, -40, ., -2
Cc1ccc(CCC(=O)Nc2ccc(Br)cc2)o1
  ., -1.0, -3.5, -7, 0, 6, -6, -3, 3
O=C(COc1ccc([N+](=O)[O-])cc1)Nc1ccc2c(c1)nc1n2CCOC1
  0, -0.6, -3.0, -6, 18, 4, -8, 2, -10
O=C(NC(=S)Nc1ccccc1Cl)c1csnn1
  1, -2.4, 0.3, 11, 3, 7, -10, -5, 3
Cc1ccc(CNC(=S)NC2CCC(C(C)(C)C)CC2)cc1 (configuration not stated)
  ., -9.3, -4.6, -18, -32, 12, -29, 5, -5
COc1cccc(NC(=O)CN2CCSc3ccccc32)c1
  0, 0.7, 1.1, -11, -5, -18, 0, -1, 6
COc1cccc(OC)c1C(=O)OCC(=O)Nc1ccc(OC(F)(F)F)cc1
  1, -1.1, -5.5, -6, -1, 2, -22, -7, -12
CCc1cccc(CC)c1NC(=O)CO/N=C(\C)c1cccs1
  -2, -0.1, -4.1, -21, 15, -6, -30, 1, -1
CSc1ccccc1NC(=O)c1onc(C)c1Cl
  1, -5.5, -4.5, 3, 1, 6, 0, 4, 6
COc1ccc(Br)cc1C(=O)NCc1cccnc1
  5, -1.2, 0.1, 4, 5, 2, -3, -2, 16

Entries from the list above with bromine, in the order listed:
The line under a structure holds: IDE cell inh, VIM-2 inhibitor, IMP-1 inh, pCIP destab, UBC9 SUMO inh, NS3 helicase inh, DNA FID counter, IDE cell activ, M18AAP inhibitor
Cc1ccc(CCC(=O)Nc2ccc(Br)cc2)o1
  ., -1.0, -3.5, -7, 0, 6, -6, -3, 3
COc1ccc(Br)cc1C(=O)NCc1cccnc1
  5, -1.2, 0.1, 4, 5, 2, -3, -2, 16

Compounds from the list above that contain an aryl thioether with sulfur outside any ring (two):
The line under a structure holds: IDE cell inh, VIM-2 inhibitor, IMP-1 inh, pCIP destab, UBC9 SUMO inh, NS3 helicase inh, DNA FID counter, IDE cell activ, M18AAP inhibitor
CCOc1ccc(-n2c(SCC(=O)Nc3ccccc3CC)nc3n[nH]c(C)c3c2=N)cc1
  2, -1.9, -2.9, 2, 4, -6, -40, ., -2
CSc1ccccc1NC(=O)c1onc(C)c1Cl
  1, -5.5, -4.5, 3, 1, 6, 0, 4, 6

Next structures
The line under a structure holds: IDE cell inh, VIM-2 inhibitor, IMP-1 inh, pCIP destab, UBC9 SUMO inh, NS3 helicase inh, DNA FID counter, IDE cell activ, M18AAP inhibitor
O=C(/C=C/c1ccco1)NC(=S)Nc1ccc(Cl)cn1
  5, -1.7, -5.4, -9, 35, 26, -20, 1, 8
CC(C)CC(NC(=O)C(CC(C)C)NC(=O)OC(C)(C)C)C(N)=O (configuration not stated)
  -4, 0.2, 2.2, -10, 16, 9, -10, 2, -4
CC(=O)N1CCN(CC(=O)Nc2c(Cl)cc(Cl)cc2Cl)CC1
  -2, 0.1, -1.4, -19, 16, -5, -4, 4, -8
CCC(CC)C(=O)Nc1cccc(C(=O)NCc2ccco2)c1
  -3, -1.1, -7.5, -10, 2, 11, -8, 0, -6
O=C(CN1CCN(c2ccccc2)CC1)N1CCN(c2ccccc2)CC1
  -1, -1.1, -0.4, 7, 11, 1, -16, 0, -6
CCCC(=O)N1CCC(Cc2ccccc2)CC1
  0, -2.3, -4.6, 5, 10, 8, -18, -1, 1
COc1ccccc1C(c1nnnn1C(C)(C)C)N1CCN(C(=O)c2ccco2)CC1 (configuration not stated)
  0, -1.0, -4.3, -11, 6, -4, -34, 4, -9
CCOc1ccccc1C(=O)NC(C)c1ccc(-n2ccnc2)cc1 (configuration not stated)
  2, 26*, -4.2, -6, -1, 7, -23, 1, -1
CN1C(C)(C)CC(NC(=O)c2ccco2)CC1(C)C
  -2, -2.3, -0.2, -9, 1, 5, 4, 4, 4
CN(C)CC(CCC(CN(C)C)C(O)(c1ccccc1)c1ccccc1)C(O)(c1ccccc1)c1ccccc1 (configuration not stated)
  ., -4.9, -2.2, -5, 1, -55, 36, ., 13
Cc1ccc(CC(=O)NCCS(=O)c2ccc(C)cc2)cc1 (configuration not stated)
  2, -0.7, -2.7, -6, 12, 2, -10, -3, 0
Cc1ccc(/C=C/C(=O)N(Cc2cccs2)C2CCS(=O)(=O)C2)cc1 (configuration not stated)
  -4, -2.0, -2.9, 5, 11, -3, -26, ., 3
CCOC(=O)C1CCN(C(=O)C(=O)Nc2ccc3nc4n(c(=O)c3c2)CCCCC4)CC1
  2, 0.4, -1.1, -6, 7, 8, -29, 3, -10
Cc1ccccc1-c1nc(CS(=O)CC(=O)NCCCN(C)c2ccccc2)c(C)o1 (configuration not stated)
  -1, 0.0, -3.7, 8, -6, -1, -32, 3, 7
Cc1ccc(NC(=O)c2cccc(OCc3c(C)noc3C)c2)cc1
  -3, -0.2, -1.7, 13, -8, -1, -14, 4, 3
O=[N+]([O-])c1cc(/C=N/N2CCOCC2)cs1
  3, -4.4, -3.2, -1, -12, 5, 0, -1, -1
COc1ccc(NC(=O)c2ccc(NC(=O)c3ccncc3)cc2)cc1
  -1, -2.1, -0.2, 2, 8, 7, -7, -4, -12
Cc1ncc(N=Nc2ccccc2)c(-c2ccccc2)n1
  -3, 1.6, -1.3, -8, 10, -7, 3, 1, -13
CN(C)C(=S)NC(=NCc1ccc([N+](=O)[O-])cc1)c1ccccc1
  4, 0.8, 0.2, 4, -7, 12, 15, -5, 7
O=C(Nc1nc(=S)ss1)c1ccc(Cl)cc1Cl
  4, -0.8, -0.6, -4, -4, 9, 7, 4, -1
O=C(CCC1CCCC1)N=C1SC2CS(=O)(=O)CC2N1c1ccccc1F (configuration not stated)
  -3, -3.9, -1.7, -3, 11, 6, -29, 6, -7
CC(=O)Nc1c(O)nc(SCC(=O)Nc2nnc(CC(C)C)s2)[nH]c1=O
  -1, -3.6, -2.7, -4, -14, -6, -1, 7, -4
O=C(Nc1ccc(Cl)cn1)C1CCN(c2ncnc3c2nc2n3CCCCC2)CC1
  7, 2.9, 0.4, -16, 7, 2, -50, 3, -12
C/C(=N\NS(=O)(=O)c1ccc([N+](=O)[O-])cc1)c1c[nH]c2ccccc12
  -3, -0.1, -2.5, 9, 6, 2, 3, 1, 7
CC(C)C[C@@H](CSc1ccccc1)N1CCN(CCc2ccccc2)CCC1=O
  1, -1.8, -2.7, 3, 3, -37, -19, 4, 2
Cc1ccc2c(c1)N(CC(=O)NC1CCC(C)CC1)C(=O)CO2 (configuration not stated)
  -2, -1.9, -1.7, -4, -5, -2, -15, 9, -3
O=C(CN1CCC(C(=O)c2cccc(Cl)c2)CC1)Nc1ccc(C(=O)O)cc1
  -1, -4.2, -0.6, -10, 15, 0, -16, 2, 2
CCOc1ccc(NC(=O)c2ccc(CSc3nnc(C)s3)cc2)cc1
  2, -1.9, 0.4, -8, 7, -8, -4, -5, -2
O=C(CSc1nc(-c2ccccc2)cc(C(F)(F)F)n1)N1CCOCC1
  3, 0.4, -2.0, -4, 17, -1, -9, 4, 2
CCC1CCCCN1CCn1c(=S)[nH]c2cc(OC)c(OC)cc2c1=O (configuration not stated)
  2, 0.3, -2.2, 4, 17, -8, 13, 0, -12

Next records follow.
Molecule,IDE cell inh,VIM-2 inhibitor,IMP-1 inh,pCIP destab,UBC9 SUMO inh,NS3 helicase inh,DNA FID counter,IDE cell activ,M18AAP inhibitor
O=C(Nc1cc2ccccc2oc1=O)c1ccccc1,-2,-2.0,-1.8,5,12,-5,-4,.,-2
CCOC(=O)C(C)Oc1cccc2c(=O)n(CC(=O)Nc3ccc(OCC)cc3)ccc12 (configuration not stated),1,-3.4,-1.6,-6,6,-8,-4,2,-7
COc1ccc(NC(=O)CCC(=O)NCCO)cc1,0,-3.2,-4.6,1,4,6,8,-8,-2
CN(C)CCCN(C(=O)c1ccc(S(=O)(=O)N2CCCC2)cc1)c1nc2ccc(Br)cc2s1,-2,0.4,1.7,-14,6,-80,23,-5,-11
CCC(=O)Nc1cccc(C2=NOC3(C2)C[C@H](C(N)=O)N(C(=O)c2ccc(Cl)cc2)C3)c1 (some centres not stated),-5,.,.,-6,6,.,.,5,.
CCOc1ccccc1NC(=O)N1CCc2ccccc2C1,7,-2.7,-3.9,3,-2,3,-22,-2,-6
CC(=O)Nc1cccc(NC(=O)c2ccc(C)c([N+](=O)[O-])c2)c1,-4,-3.3,-3.5,-6,2,2,2,1,8
COc1cccc(-c2nnc(-c3ccccc3NC(=O)c3ccc(C(C)(C)C)cc3)o2)c1,0,-0.3,-2.1,-7,8,-3,0,.,0
COc1cccc(/C=C/c2ccc3cccc(O)c3n2)c1,-5,-1.7,0.1,-15,30,-5,-11,-5,2
COC(=O)c1cc(NC(=O)CN2CCOCC2)cc(C(=O)OC)c1,0,-3.2,-5.1,2,7,7,-6,3,-11
O=C1NC(Cc2c[nH]c3ccccc23)C(=O)N1Cc1ccc(CN2C(=O)NC(Cc3c[nH]c4ccccc34)C2=O)cc1 (configuration not stated),2,1.3,-1.0,-10,0,-16,-15,-2,-13
COc1ccc(CCCC(=O)Nc2cc(C)ccc2OC)cc1,0,-2.2,-1.5,-4,8,-1,-16,0,-5
CCOC(=O)c1c(-c2ccc(C)o2)csc1NC(=O)CSc1ncn[nH]1,6,0.6,1.0,-2,9,-1,-26,-1,61*
CCN(CC)c1ncccc1C(=O)NCc1cccs1,3,-0.7,-2.4,-2,-22,0,-4,3,-9
CCOC(=O)[C@@H]1[C@H]2COc3ccccc3[C@@H]2N2C(=O)N(c3ccc(Cl)cc3)C(=O)[C@]12C,6,-1.2,-2.0,-15,7,-20,-34,4,4
